MEX-5 binding = C. elegans MEX-5 TCR-2 RNA binding activity; MEX-5/FITC-TCR2 RNA binding, fluorescence polarization; stronger effect = lower value; AID 1832; actives 0.38% (n = 300,000); activity score (negative = inhibition of binding), % at 10 µM; Q9XUB2;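 active means inhibition past about -25% in most replicates, and total fluorescence under double the plate's negative control median, limit read from the data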;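 further: 0% = DMSO and -100% = 5 µM competing unlabeled TCR2 RNA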
Target sequence (Q9XUB2 whole entry, looked up): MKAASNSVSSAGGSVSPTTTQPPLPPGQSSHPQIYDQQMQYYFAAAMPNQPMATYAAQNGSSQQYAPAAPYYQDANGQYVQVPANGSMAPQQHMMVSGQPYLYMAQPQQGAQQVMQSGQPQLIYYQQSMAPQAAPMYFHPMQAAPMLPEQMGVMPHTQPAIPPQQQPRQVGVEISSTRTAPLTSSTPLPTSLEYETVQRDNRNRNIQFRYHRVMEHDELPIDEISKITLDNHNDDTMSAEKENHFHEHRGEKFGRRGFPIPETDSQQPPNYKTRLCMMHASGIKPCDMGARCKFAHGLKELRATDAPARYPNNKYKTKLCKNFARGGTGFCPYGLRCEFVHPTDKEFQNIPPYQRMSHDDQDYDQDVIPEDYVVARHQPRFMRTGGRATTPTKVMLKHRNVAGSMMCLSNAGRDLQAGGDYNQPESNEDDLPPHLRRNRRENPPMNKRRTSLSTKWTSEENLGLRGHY
MCL1-BIM inh = MCL1-BIM-BH3 interaction inhibition (human). Q07820. GST-MCL1 / FITC-Bim-BH3 fluorescence polarization. inhibition, % at 10.9 µM. actives 0.68% (n = 320,000). AID 2057;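 active means inhibition above the mean inhibition of all tested compounds plus 3 SD, set per campaign, cut at about 40% in these data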;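 further: 0% = DMSO wells and 100% = unlabeled Bim-BH3 peptide control; higher means more loss of mP so more displacement of Bim peptide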
Target sequence (Q07820 whole entry, looked up): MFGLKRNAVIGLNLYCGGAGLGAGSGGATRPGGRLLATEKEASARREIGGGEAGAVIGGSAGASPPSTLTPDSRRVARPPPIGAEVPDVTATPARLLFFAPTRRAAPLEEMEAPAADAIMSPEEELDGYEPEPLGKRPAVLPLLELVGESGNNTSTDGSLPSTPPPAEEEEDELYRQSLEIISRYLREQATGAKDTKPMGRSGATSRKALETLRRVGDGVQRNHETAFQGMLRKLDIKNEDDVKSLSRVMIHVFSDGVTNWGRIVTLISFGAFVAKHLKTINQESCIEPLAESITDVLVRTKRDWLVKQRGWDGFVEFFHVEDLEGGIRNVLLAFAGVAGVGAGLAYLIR
Yeast superoxide = yeast age-related superoxide inhibition as caloric restriction mimetic; S. cerevisiae aged cells, superoxide DHE fluorescence; stronger effect = lower value; superoxide response (% of plate mean), % at 10 µM; actives 0.18% (n = 330,000); AID 2690;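 active means superoxide response under a set limit, about three screen SD below normal, cut at about 65% in these data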;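 further: yeast aged for seven days with compound at 30 °C before DHE staining; 100% = average MFI of all compound-treated wells on the plate with controls excluded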
ZTA counter = ZTA (EBV) inhibition in EBNA-1 counter-screen; P03206; ZTA-DNA binding, fluorescence polarization; inhibition, % at 11 µM; actives 0.15% (n = 320,000); AID 2234; in the data active means inhibition above about 33%
EBNA-1 inhibitor = blocks EBNA-1 binding to DNA | EBNA-1 DNA binding, fluorescence polarization | AID 1950 | inhibition, % at 14.8 µM | actives 0.34% (n = 300,000); in the data active means inhibition above about 28%
BCLXL inh = Bcl-xL (human) inhibition. Q07817. GST-Bcl-xL / FITC-Bim BH3 peptide fluorescence polarization. inhibition, % at 10.9 µM. actives 0.7% (n = 320,000);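 active means inhibition above the mean of all tested compounds plus 3 SD, cutoff set per campaign, cut at about 30% in these data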;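 further: 0% = DMSO wells and 100% = unlabeled Bim-BH3 peptide competitor; inhibitors lower millipolarization by displacing the labeled peptide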
Target sequence (Q07817 whole entry, looked up): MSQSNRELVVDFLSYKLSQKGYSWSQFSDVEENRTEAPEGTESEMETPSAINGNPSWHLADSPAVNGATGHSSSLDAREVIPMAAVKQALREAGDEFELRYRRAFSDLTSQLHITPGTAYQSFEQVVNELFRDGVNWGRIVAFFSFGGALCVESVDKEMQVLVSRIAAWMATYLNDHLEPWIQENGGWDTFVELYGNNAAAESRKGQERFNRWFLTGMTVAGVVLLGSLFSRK
Fam108B counter = blocks mouse Fam108B hydrolase in RBBP9 counter-screen; inhibition, % at 9.51 µM; actives 0.33% (n = 300,000); recombinant Fam108B, FP-Rh probe fluorescence polarization;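 active means inhibition above the screen mean inhibition plus 3 SD, computed separately per campaign, cut at about 18% in these data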;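 further: inhibitors lower polarization as less probe binds the enzyme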
Efflux pump inh = blocks antifungal efflux pumps in multiplex yeast assay. actives 0.44% (n = 330,000). AID 485275. inhibition, % at 10 µM. S. cerevisiae Candida pump triplex, Nile Red efflux;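 active means plate passing quality check with inhibition over a set limit, or well fluorescence over plate mean plus 4 SD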;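 further: Nile Red retained in pooled yeast measured as flow cytometry median fluorescence; 0% = buffer negative control and 100% = Enniatin B positive control; higher means more Nile Red kept so more efflux inhibition; some compounds called inactive have numbers as strong as hits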
GLD-1 RNA inh = GLD-1-TGE RNA interaction inhibition (C. elegans). Q17339. purified GLD-1 + fluorescein TGE RNA, fluorescence polarization. inhibition, % at 5.96 µM. actives 0.44% (n = 320,000). AID 2280;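 active means percent inhibition above a per-plate cutoff, the plate mean of test compounds plus 3 SD, cut at about 30% in these data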;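 further: 0% = DMSO wells with GLD-1 and probe and 100% = wells lacking GLD-1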
* = called active by the depositor; nt = no result given.

SMILES	MEX-5 binding	MCL1-BIM inh	Yeast superoxide	ZTA counter	EBNA-1 inhibitor	BCLXL inh	Fam108B counter	Efflux pump inh	GLD-1 RNA inh
COc1ccc(OCCCc2c(C)n[nH]c2C)cc1	-0.6	3	91	-13	4	2	-4	-0.1	0
N#Cc1c(Nc2ccccc2)c(/C=N/N=C/c2ccccc2)c[nH]c1=O	-3.8	-5	102	11	4	6	4	-0.4	-1
CCOC(=O)c1nc(C)sc1-c1ccnn1S(=O)(=O)c1ccccc1C(F)(F)F	2.0	7	105	-3	1	1	6	-0.1	-1
CCC(=O)NC(=S)Nc1ccc(NC(=O)c2ccc(Br)o2)cc1	-1.5	14	83	-12	7	4	-1	-0.2	6
NNc1ccc(Cc2ccc(Cl)cc2Cl)nn1	1.1	8	83	5	-1	7	3	-0.2	-3
C#Cc1ccc([C@H]2C=C(C(=O)NCc3ccccc3)O[C@@H](OCC)[C@@H]2CCCO)cc1	-0.3	3	101	10	13	2	0	0.0	-2
COCCNC(=O)c1ccc(N2CCCCC2)c(NS(=O)(=O)c2ccc(C)cc2)c1	nt	5	88	-6	-4	8	-3	-0.2	7
COc1ccc(CN(C)C(C)C(=O)Nc2ccc([N+](=O)[O-])cc2Cl)cc1OC (centres undefined)	-0.3	6	107	4	0	3	0	0.5	5
Cc1ccc2oc(=O)n(CCOc3ccccc3Cl)c2c1	0.4	-3	88	5	8	4	1	-0.1	2
CC(=O)c1ccc(NC(=O)CC(C)S(=O)(=O)c2ccc3c(c2)CCN3C(C)=O)cc1 (centres undefined)	0.2	-6	117	3	-7	3	-1	-0.1	2
CNC(=O)c1ccc(S(=O)(=O)c2ccc(Cl)cc2)c(NC(C)=O)c1	-1.4	0	97	-17	-17	6	-5	0.0	-2
Cc1ccc(S(=O)(=O)Nc2cc(C)on2)cc1	1.1	-3	89	-9	-8	2	-3	0.1	2
O=C(c1ccccc1)c1ccc2c(c1)OCCOCCOCCOCCO2	1.8	0	92	10	-1	-1	4	0.1	-4
COc1ccc(/C(O)=C2/C(=O)C(=O)N(CCN(C)C)C2c2ccccc2)cc1Cl (centres undefined)	-0.4	1	94	-12	8	-3	3	-0.1	0
CCC(=O)N(CC)c1nc(-c2ccc(OC)cc2)cs1	-0.4	-2	102	-11	2	3	-1	0.0	10
O=C(NC1CCCC1)C(c1ccc(O)cc1)N(CC1CCCO1)C(=O)C1COc2ccccc2O1 (centres undefined)	-1.5	4	111	1	-6	4	-1	0.1	4
COc1ccc([N+](=O)[O-])cc1NC(=O)C(C)Sc1ccccc1 (centres undefined)	0.2	14	102	21	8	9	-3	-0.1	7
O=c1c2c(nc3cc(-c4ccccc4)[nH]n13)CCS2	-0.8	7	90	0	-4	5	1	0.0	4
COC(=O)c1ccc2c(=O)n(CCCCCC(=O)NC(C)C)c(=O)[nH]c2c1	0.3	5	88	-5	-1	4	4	0.1	-3
Cn1nc(C(=O)Nc2ccccc2N2CCOCC2)ccc1=O	nt	-4	90	1	nt	-2	nt	-0.2	4
Cc1csc(SCC(=O)N(C)CC(=O)Nc2ccc(F)cc2)n1	2.9	0	101	4	-8	1	-5	0.2	1
O=C(Cc1cccs1)NNC(=S)NCc1ccco1	0.8	0	88	4	-1	-2	2	0.1	-4
Nc1n[nH]c(N)c1N=Nc1ccc(Cl)cc1Cl	1.2	5	107	4	0	3	4	0.0	7
COc1cc2c(cc1OC)C(C)N(C(=O)c1ccc(Br)o1)CC2 (centres undefined)	1.4	2	87	2	-15	3	-4	0.3	1
Cc1cccc2sc(NNC(=O)c3cc(-c4cccs4)nc4ccccc34)nc12	-1.9	5	113	4	-10	1	-7	0.1	3
SMILES	MEX-5 binding	MCL1-BIM inh	Yeast superoxide	ZTA counter	EBNA-1 inhibitor	BCLXL inh	Fam108B counter	Efflux pump inh	GLD-1 RNA inh
FC(F)(F)c1ccccc1/C=N/n1c(COc2ccccc2)n[nH]c1=S	-1.9	-18	107	-6	16	-5	1	0.2	3
CCN1CCc2c(C#N)c(N3CCOCC3)nc(NCCO)c2C1	-11	40	96	2	-4	44*	1	-0.1	27
Cc1ccc(CNC(=O)C(=O)NCC2CCCN2S(=O)(=O)c2cc(C)ccc2C)cc1 (centres undefined)	1.5	-2	101	1	-2	-2	-1	0.0	-2
CC(C)C(NC(=O)c1ccco1)C(=O)OCC(=O)NCCc1ccccc1 (centres undefined)	nt	1	120	6	nt	2	nt	0.0	0
CN(C)CCCOc1cccc(Oc2ccccc2)c1	-2.2	1	93	11	7	4	-1	-0.1	5
COc1ccc(NC(=O)CSc2nccn2-c2cccc(OC)c2)cc1	2.0	2	89	9	8	2	-3	0.0	-2
O=C(COC(=O)c1ccc(=O)n(Cc2ccccc2)n1)Nc1ccc2c(c1)OCCO2	-0.9	-4	99	0	2	-2	-7	-0.1	-4
O=C(c1ccco1)N(Cc1ccccc1)c1cccc([N+](=O)[O-])c1	-1.7	9	95	4	6	5	-1	0.1	6
COC(=O)c1sc2ncccc2c1OCc1ccccc1Cl	1.9	1	105	11	-6	2	-1	0.0	5
CCOC(=O)c1c(S(=O)(=O)NCC(=O)NCc2cccc(C)c2)c(C)n(C)c1C	-2.4	-2	103	0	0	5	0	0.0	-1
CCCc1nc2ccccc2c(=O)n1CC(=O)c1ccc(F)cc1	2.2	-2	104	-7	0	1	-2	-0.2	-4
Cc1nnsc1SCC(=O)O	-0.5	1	89	-1	-5	5	2	0.1	1
Cc1ccc(-n2c(CC#N)n[nH]c2=S)c(C)c1	1.0	-13	95	0	5	-13	0	-0.1	6
C=CCN(C/C(=N\O)c1sc(C(=O)OCC)nc1C)c1cccc(Br)c1	-0.7	8	111	-4	5	3	-8	0.0	4
C=CCN1CCN(C(=O)CCc2ccccc2)CC1	1.3	1	101	-8	-2	2	2	0.1	0
COc1ccc2ccccc2c1C1NC(=O)NC(C)=C1[N+](=O)[O-] (centres undefined)	-0.2	-7	96	7	4	0	1	0.0	1
CCOC(=O)c1nc(S(C)(=O)=O)ncc1N1CCOCC1	0.6	10	87	12	11	-1	2	-0.1	-2
C=CCN(C(=O)CNC(=O)c1ccco1)C(C(=O)NC1CCCC1)c1cccs1 (centres undefined)	0.8	1	102	8	7	5	1	0.0	-4
C=CC(=C)CC(NC)c1ccccc1 (centres undefined)	nt	7	100	14	11	2	0	0.0	8
Cn1c(=O)c2c(SCC(=O)NCCc3ccccc3)nc(C3CC3)nc2n(C)c1=O	1.1	-1	91	3	5	-1	2	-0.1	-1
COC(=O)c1ccccc1NC(=O)CN1CCC(C(=O)c2ccc3c(c2)OCCO3)CC1	nt	8	107	15	-8	-1	-2	0.2	4
CC(=O)O[C@]1(C(C)=O)CCC2C3CCC4=C/C(=N/OCC(=O)O)CC[C@]4(C)C3CC[C@@]21C (some centres undefined)	1.2	3	90	-11	-13	6	5	0.0	4
O=S1(=O)[C@H]2CC3O[C@]2(C[C@@H]3c2ccc(F)cc2)CN1Cc1ccc(Cl)cc1	2.2	-2	95	6	9	5	0	0.0	-2
O=C(c1ccncc1)N1CCCC(N2CCN(c3cccc(C(F)(F)F)c3)CC2)C1 (centres undefined)	-1.0	4	92	11	-5	5	0	-0.7	8
COc1ccc(OCC(=O)N/N=C2\CCCc3ccccc32)cc1	1.1	1	91	1	0	-2	1	0.0	2

4 entries picked at random from those above:
SMILES	MEX-5 binding	MCL1-BIM inh	Yeast superoxide	ZTA counter	EBNA-1 inhibitor	BCLXL inh	Fam108B counter	Efflux pump inh	GLD-1 RNA inh
N#Cc1c(Nc2ccccc2)c(/C=N/N=C/c2ccccc2)c[nH]c1=O	-3.8	-5	102	11	4	6	4	-0.4	-1
CNC(=O)c1ccc(S(=O)(=O)c2ccc(Cl)cc2)c(NC(C)=O)c1	-1.4	0	97	-17	-17	6	-5	0.0	-2
O=S1(=O)[C@H]2CC3O[C@]2(C[C@@H]3c2ccc(F)cc2)CN1Cc1ccc(Cl)cc1	2.2	-2	95	6	9	5	0	0.0	-2
C=CCN(C/C(=N\O)c1sc(C(=O)OCC)nc1C)c1cccc(Br)c1	-0.7	8	111	-4	5	3	-8	0.0	4

Other results follow.
SMILES	MEX-5 binding	MCL1-BIM inh	Yeast superoxide	ZTA counter	EBNA-1 inhibitor	BCLXL inh	Fam108B counter	Efflux pump inh	GLD-1 RNA inh
O=C(COC(=O)c1ccc(C(F)(F)F)cc1)Nc1cccc(S(=O)(=O)N2CCCCC2)c1	nt	-4	106	11	nt	0	nt	0.5	3
O=C(NCC1CC1)C1(C(F)(F)F)CC(CCCO)CCCO1 (centres undefined)	0.5	4	95	11	-5	6	-5	-0.1	1
Cc1cc(Br)ccc1N=C1C(=O)Nc2ccccc21	-3.2	-7	98	7	-3	-5	1	-1.6	-3
CCc1ccccc1N(C)C(=O)CCc1nc(-c2ccc(C)cc2)no1	-2.2	3	96	11	8	13	5	0.1	1
Cc1ccccc1N=Cc1cc2c(cc1O)OC(N)=C(C#N)C2c1ccccc1 (centres undefined)	-11	3	106	-1	-1	1	10	0.1	-3
CCCNC(=O)COC(=O)/C=C/c1ccc2c(c1)OCO2	2.7	-3	105	7	19	4	5	-0.2	3
CN(C)CCNC(=S)Nc1ccc(-c2nc3ccccc3[nH]2)cc1	-0.9	3	93	1	-15	5	4	0.6	3
CCOc1ccc(CCNC(=O)c2ccc(C)c(NC3=NC4CS(=O)(=O)CC4S3)c2)cc1 (centres undefined)	0.8	9	125	-5	-2	3	2	0.0	3
CCN(CC)S(=O)(=O)c1cccc(NC(=O)COC(=O)CNC(=O)c2cccc(F)c2)c1	1.5	3	106	3	-4	1	8	-0.1	-3
NS(=O)(=O)c1ccc(N2C(=O)C3CC=CCC3C2=O)cc1 (centres undefined)	-1.5	2	99	2	-10	5	-2	0.1	4
Cc1onc(-c2ccccc2)c1C(=O)NNC(=O)c1ccccc1	nt	5	101	1	nt	7	nt	-0.1	2
Cn1c(-c2ccc3c(c2)OCO3)cnc1NCc1cccc(O)c1	4.6	1	112	4	-1	3	1	0.0	-7
CCCc1nc2ccccc2c(=O)n1/N=C/c1ccc(O)c(O)c1	-4.2	9	91	-7	0	10	-4	0.1	1
O=C(CCc1ccc(S(=O)(=O)N2CCOCC2)cc1)NCCCN1CCCC1=O	-0.9	5	79	11	8	5	2	-0.1	4
CCOc1ccc(NC(=O)C2CCC(N3C(=O)C4CC=CCC4C3=O)CC2)cc1 (centres undefined)	0.7	-7	125	-5	-12	-5	-4	1.4	-11
CC(C)c1nnc(NC(=O)c2ccc3c(c2)OCO3)s1	1.4	-1	99	-3	1	5	0	0.0	8
O=C(O)CCC(=O)NC(c1ccccc1)c1ccccc1	0.7	-7	95	-11	-5	1	3	0.0	2
C#CCSc1nc(-c2ccccc2)cc(C(F)(F)F)c1C#N	-9.2	2	107	13	0	2	0	0.1	-27
COc1ccc(OCC(O)Cn2c(Nc3ccccc3)nc3c2c(=O)n(C)c(=O)n3C)cc1 (centres undefined)	-1.4	1	102	-5	-5	7	-3	0.1	4
CS(=O)(=O)N(Cc1ccc(Cl)cc1)c1ccc(C(=O)N/N=C/c2cc3ccccc3nc2Cl)cc1	1.2	3	93	5	-1	3	-37	0.1	-4
CCOC(=O)c1ccc(NC(=O)N2CCCCCC2)cc1	-3.8	1	77	-5	3	-1	0	-0.1	1
O=C(Nc1csc([N+](=O)[O-])c1)Nc1c(Cl)cccc1Cl	0.7	1	100	-7	-3	4	1	-0.1	9
CCS(=O)(=O)c1nc(S(=O)(=O)c2ccc(C)cc2)c(N2CCN(C)CC2)s1	2.8	-4	89	1	1	0	-1	0.1	0
Cc1ccc(NC(=O)COC(=O)c2ccc(CN3CCCC3=O)cc2)c(Cl)c1	nt	-6	92	1	nt	3	nt	0.1	1
CCOC(=O)CSc1ccc2nnc(CCNS(=O)(=O)c3ccccc3)n2n1	-2.0	-4	100	-9	1	4	2	-0.1	4
CSc1nnc(NC(=O)CCc2ccccc2)s1	1.0	-20	92	-6	2	-11	0	0.0	5

From PubChem
